Compound activity (PubChem)
Growth percent in the NCI-60 one-dose screen (48 h, 10 µM unless noted): 100 = growth as untreated, 0 = no growth, -100 = all killed.
SNB-19: SNB-19 CNS cancer cells; actives 2.5% (n = 81,000)
DU-145: DU-145 prostate cancer; actives 4.2% (n = 81,000)
SF-539: SF-539 CNS cancer. AID 1794752. actives 6.8% (n = 81,000)
OVCAR-3: OVCAR-3 ovarian cancer | actives 7% (n = 79,000) | AID 1794787
U251: U251 CNS tumor cells; actives 5.4% (n = 80,000)
SF-295: SF-295 CNS cancer cells | actives 5.6% (n = 79,000)
OVCAR-8: OVCAR-8 ovarian cancer | actives 4.4% (n = 81,000) | AID 1794782
PC-3: PC-3 prostate cancer cells; AID 1794754; actives 3.9% (n = 80,000)
SF-268: SF-268 CNS cancer cells. actives 3.1% (n = 82,000)
The depositor's hits bear a star; · = no result given. How the source made its calls: active means growth percent below 10; inactive means the rest.

1) Oc1ccccc1/C=N/c1nc2cc(Cl)ccc2s1
2) O=C(/C=C/c1cccc([N+](=O)[O-])c1)c1ccc(O)c(CN2CCN(c3cc4c(cc3F)c(=O)c(C(=O)O)cn4C3CC3)CC2)c1
3) CC(C)(C)C1CCC(=NO)CC1 (configuration not stated)
4) Cc1ccc(/C(CS(=O)(=O)c2ccc(C)cc2)=N\O)cc1
5) S=c1nn[nH]n1C1CCCCC1
6) CN(C)c1ccnc2c1ccn2C(=O)NS(=O)(=O)c1ccccc1
7) CCN(CC)CCCNc1cc(OC)cc2nc3ccccc3nc12
8) COc1ccc(-c2[nH]nc3c2C(c2cn[nH]c2-c2ccc(F)cc2)C(C#N)=C(N)O3)cc1OC (configuration not stated)

Assay by compound	1	2	3	4	5	6	7	8
PC-3	96	18	87	94	101	101	72	113
SNB-19	92	47	96	88	111	121	62	100
SF-295	93	50	98	91	97	100	93	96
SF-268	99	43	109	108	105	107	57	105
OVCAR-3	106	7.9*	104	118	104	109	82	108
OVCAR-8	92	27	92	97	95	109	44	104
U251	93	·	100	90	102	106	48	100
SF-539	100	12	96	97	106	101	55	98
DU-145	107	22	112	111	105	115	66	122

9) CN1CCC2CC1c1cc(-c3ccc(C(F)(F)F)cc3)ccc12 (configuration not stated)
10) C#CCN1C(=O)c2ccccc2N(CC#C)C12CCN(Cc1cn(Cc3nc4ccccc4c(=O)[nH]3)nn1)CC2
11) COc1c2occc2cc2ccc(=O)oc12
12) CC(C)c1ccc(C(=O)C2CC2)cc1
13) COc1ccc(/C=C/C(=O)c2ccc(-c3cc4ccccc4oc3=O)nc2C)cc1OC
14) N#C/C(=C/c1ccc(Cl)cc1)c1[nH]n2cc(-c3ccccc3)nc2c1C#N
15) Cc1ccc(Nc2cccc3c2C(=O)c2cccc(Nc4ccc(C)c(S(=O)(=O)O)c4)c2C3=O)cc1S(=O)(=O)O
16) CC1(C)CC[C@]2(C(=O)O)CC[C@]3(C)C(=CCC4[C@@]5(C)C[C@@H](O)[C@@H]6OC(c7cccc(Cl)c7)OC[C@@]6(C)C5CC[C@]43C)C2C1 (some centres not stated)

Assay by compound	9	10	11	12	13	14	15	16
PC-3	85	91	108	106	104	100	81	71
SNB-19	89	104	96	116	100	101	105	81
SF-295	102	102	100	·	94	106	102	52
SF-268	98	103	106	107	103	99	99	82
OVCAR-3	96	103	108	106	109	96	101	98
OVCAR-8	104	106	99	121	105	111	90	79
U251	88	111	94	105	108	110	99	62
SF-539	87	102	108	108	100	100	88	97
DU-145	104	109	110	109	99	109	100	71

17) COc1ccc(C2Nc3ccccc3-n3cccc32)cc1 (configuration not stated)
18) C/C(=N\NC(=O)CSc1nc2ccccc2c(=O)n1CCc1ccc(S(N)(=O)=O)cc1)c1ccccc1Cl
19) COc1ccc2[nH]cc(/C=N/Nc3ccc(Br)cn3)c2c1
20) CCOC(=O)/C=C(C)/C=C/c1ccccc1
21) FC(F)(F)c1ccc(-c2ncc(-c3ccc(C(F)(F)F)cc3)c(NCc3cc(C(F)(F)F)cc(C(F)(F)F)c3)n2)cc1
22) C=C1CC[C@@H]2[C@](C)(COC(C)=O)[C@H](OC(C)=O)CC[C@@]2(C)[C@@H]1CC(Nc1ccc(S(=O)(=O)Nc2ncccn2)cc1)C1=CCOC1=O (some centres not stated)
23) CC(C)[C@@H](C)/C=C/[C@@H](C)[C@H]1CC[C@H]2C3=C[C@@H](O)[C@@]4(O)C[C@@H](O)CC[C@]4(C)[C@@]3(O)CC[C@]12C
24) COc1cc(/C=C/c2cc(/C=C/c3ccc(O)c(OC)c3)n(C(=O)Nc3ccc(F)cc3)n2)ccc1O

Assay by compound	17	18	19	20	21	22	23	24
PC-3	72	72	23	103	31	15	87	9.0*
SNB-19	98	91	51	99	29	37	110	20
SF-295	92	97	17	98	9.9*	68	104	-22*
SF-268	99	92	21	99	69	18	99	20
OVCAR-3	96	89	31	·	32	-81*	109	3.9*
OVCAR-8	97	65	34	101	44	3.8*	96	0.5*
U251	98	91	20	99	27	-19*	97	13
SF-539	·	100	19	94	87	-69*	98	3.7*
DU-145	111	104	41	104	70	15	110	6.8*

25) NC(=O)CSc1nc(N)nc2nc[nH]c12
26) C/C(=C1/C(=O)Nc2ccccc21)c1ccc(NS(C)(=O)=O)cc1
27) CC(C)(C)NC(=O)C(c1c[nH]c2ccccc12)N(Cc1ccccc1)C(=O)c1ccccc1C(=O)NCc1ccco1 (configuration not stated)
28) CC12NC(=O)C(C#N)(C(C#N)=C(Cl)N1)C2(C)C (configuration not stated)
29) Cn1c(Cl)cc2c1-c1oncc1CCC2
30) COCn1ccnc1C(=O)c1ccco1
31) O=C(NCc1ccc(Cl)cc1Cl)C1CCC(=O)N1c1ccsc1 (configuration not stated)
32) CCOc1ccc(NC(N)=S)cc1

Assay by compound	25	26	27	28	29	30	31	32
PC-3	118	88	66	109	102	107	82	105
SNB-19	·	106	99	98	100	105	105	100
SF-295	105	101	83	·	·	·	93	100
SF-268	113	104	81	111	103	110	103	97
OVCAR-3	115	114	95	100	111	110	107	96
OVCAR-8	100	103	73	116	106	104	104	104
U251	98	95	69	101	94	100	95	98
SF-539	101	96	93	·	100	101	104	99
DU-145	124	119	104	122	116	113	107	106

33) Cc1sc2c(c1C)c(=O)nc1c(-c3nc(-c4ccccc4)cs3)n[nH]n12
34) CCCCNCCOC(=O)c1ccc([N+](=O)[O-])cc1
35) C#C[C@]1(O)CC[C@H]2[C@@H]3CC=C4c5sc(-c6ccc(Cl)cc6)nc5CC[C@]4(C)[C@H]3CC[C@@]21C
36) CC1=NC(=S)NC(c2ccccc2)/C1=C1/CC(c2ccccc2O)N(c2ccccc2)N1 (configuration not stated)
37) CCN(CC)c1ccc(/C=N/NC(=O)c2ccc(S(N)(=O)=O)cc2)cc1
38) C/C(=N\NC(=O)Cn1c(C(C)C)nc2ccccc21)c1ccc(Br)cc1
39) COc1ccc2cc(C(C)NC(=O)Nc3ccc(S(=O)(=O)N=C(N)N)cc3)ccc2c1 (configuration not stated)
40) CC(=O)O[C@H]1Cc2c([nH]c3ccccc23)[C@H](c2ccc(Cl)cc2)N1C(=O)CCNC(C)(C)C

Assay by compound	33	34	35	36	37	38	39	40
PC-3	82	107	99	84	44	96	99	80
SNB-19	102	97	104	96	37	103	117	96
SF-295	89	179	101	100	16	102	98	87
SF-268	96	115	106	93	29	97	100	100
OVCAR-3	96	100	109	101	·	101	107	103
OVCAR-8	100	105	102	98	15	94	94	104
U251	94	99	93	95	33	93	96	93
SF-539	96	103	80	94	17	107	91	98
DU-145	104	113	101	99	35	108	120	108

41) O=C1C2Sc3[nH]c(=O)sc3C(CCc3ccccc3)C2C(=O)N1c1ccc(Cl)cc1 (configuration not stated)
42) Cc1cc(C(=O)CCCC(=O)c2cc(C)c(O)c(C)c2)cc(C)c1O
43) CCCCN(CCCC)C(=O)CC(C)=O
44) O=C(CSc1cc[n+](CCCCCO)c2ccccc12)n1ccc2ccccc21
45) N#Cc1c(-c2ccccc2)nc2c(c(-c3ccc(Cl)cc3)nn2-c2ccccc2)c1-c1ccc(Cl)cc1
46) CN(C)c1ccc(C(C#N)(c2ccccc2)c2ccc(N(C)C)cc2)cc1
47) N#CC1=C(N)OC2=C(C(=O)c3ccccc3C2=O)C1c1ccc(O)cc1 (configuration not stated)
48) COc1c(C)c(C)c(OC)c2c1[nH]c(=O)c1c3cccnc3cn21

Assay by compound	41	42	43	44	45	46	47	48
PC-3	106	84	·	88	99	69	79	97
SNB-19	91	88	120	94	100	64	107	108
SF-295	94	100	113	93	98	78	98	119
SF-268	101	99	·	113	101	59	95	112
OVCAR-3	112	105	·	102	117	72	28	104
OVCAR-8	102	104	112	90	103	23	87	111
U251	99	90	102	83	104	7.6*	78	106
SF-539	98	102	102	93	99	16	102	103
DU-145	107	109	·	105	103	60	93	111

Part of the list above in another layout:
(13) COc1ccc(/C=C/C(=O)c2ccc(-c3cc4ccccc4oc3=O)nc2C)cc1OC
  PC-3: 104
  SNB-19: 100
  SF-295: 94
  SF-268: 103
  OVCAR-3: 109
  OVCAR-8: 105
  U251: 108
  SF-539: 100
  DU-145: 99
(10) C#CCN1C(=O)c2ccccc2N(CC#C)C12CCN(Cc1cn(Cc3nc4ccccc4c(=O)[nH]3)nn1)CC2
  PC-3: 91
  SNB-19: 104
  SF-295: 102
  SF-268: 103
  OVCAR-3: 103
  OVCAR-8: 106
  U251: 111
  SF-539: 102
  DU-145: 109
(23) CC(C)[C@@H](C)/C=C/[C@@H](C)[C@H]1CC[C@H]2C3=C[C@@H](O)[C@@]4(O)C[C@@H](O)CC[C@]4(C)[C@@]3(O)CC[C@]12C
  PC-3: 87
  SNB-19: 110
  SF-295: 104
  SF-268: 99
  OVCAR-3: 109
  OVCAR-8: 96
  U251: 97
  SF-539: 98
  DU-145: 110

Further structures:
49) COc1ccccc1NC(=O)c1cccc(-c2cc(=O)c3c(OC)c(OC)c(OC)cc3o2)c1
50) CC/C=C(\C)C(CCC)(CN=O)C(=O)OCC (configuration not stated)
51) COc1cc(/C=N/Nc2nnc3n2N=C(c2ccc(Cl)cc2)CS3)ccc1O
52) Nc1ccc(-c2ccc(F)cc2)c(F)c1NC(=O)N1Cc2nccnc2C1
53) O=Cc1c[nH]c2ccc(-c3csc4ccccc34)cc12
54) CCCCCCCCn1ccc2cc(NC(=O)CN3CCN(c4nc(C)cc(N5CCCCC5)n4)CC3)ccc21
55) BrCCOc1ccccc1
56) CC(=O)Nc1cc2c(cc1Br)-c1ccc(F)cc1C2

Assay by compound	49	50	51	52	53	54	55	56
PC-3	56	98	88	90	62	72	96	88
SNB-19	82	105	89	99	34	94	109	93
SF-295	62	112	102	88	-23*	103	100	92
SF-268	71	105	83	92	45	93	101	95
OVCAR-3	52	127	98	85	24	94	122	102
OVCAR-8	57	105	79	78	28	90	92	103
U251	89	99	102	91	25	80	109	103
SF-539	69	99	88	79	31	105	99	93
DU-145	70	111	94	96	80	95	110	114

57) CC1CCCc2c1nc1nc(SCC(=O)c3ccccc3)nc(N)c1c2-c1ccc(Cl)cc1 (configuration not stated)
58) Clc1cc2nc(-c3cc(-c4ccc5c(c4)OCO5)n[nH]3)[nH]c2cc1Cl
59) CCOC(=O)c1c[nH]cc1C
60) CC(C)=C(C)C(=O)NNc1ccccc1
61) Cc1ccc(C(C)C)c(OCC(=O)O)c1
62) CCOC(=O)c1cc(C(=O)c2cc(OC)cc(OC)c2)n2ncc3ccccc3c12
63) O=C(CCCl)OCc1ccccc1
64) O=C(O)c1ccc(NCn2nc(-c3cc(-c4ccccc4)nc4ccccc34)oc2=S)cc1

Assay by compound	57	58	59	60	61	62	63	64
PC-3	33	54	103	100	99	32	93	101
SNB-19	94	82	110	104	104	47	111	97
SF-295	76	·	96	98	101	8.7*	105	92
SF-268	76	90	111	90	98	47	100	86
OVCAR-3	·	62	116	105	113	-13*	106	98
OVCAR-8	91	·	111	104	101	34	105	98
U251	79	78	104	93	96	-13*	104	99
SF-539	94	86	85	105	103	11	107	99
DU-145	84	92	116	100	121	46	105	105

65) CC(=O)C(=O)NCCCCCC(=O)Nc1ccccc1
66) C=C1C[C@H](c2c(C)cccc2C)O[C@@H]2C[C@H](C)CC[C@@H]12
67) C=C(c1cn(C(C)=O)c2ccccc12)c1cn(C(C)=O)c2ccccc12
68) C=CCN1CC(C(=O)C2CNc3ccccc32)=C(O)C1=O (configuration not stated)
69) N=c1nc(N)nc(N)n1-c1ccc(S(=O)(=O)O)cc1

Assay by compound	65	66	67	68	69
PC-3	110	99	53	105	78
SNB-19	106	100	84	99	104
SF-295	99	104	61	104	112
SF-268	107	100	76	102	107
OVCAR-3	118	107	76	117	·
OVCAR-8	110	106	90	103	100
U251	106	101	71	106	98
SF-539	102	94	95	99	106
DU-145	112	106	97	108	113
